From PubChem BioAssay
GDH-TPI counter: counter-screen for M. tuberculosis FBA inhibitors: GDH-TPI coupled enzymes; 360,000 tested, 1.2% active; inhibition, % at 4.8 µM; GDH-TPI coupled enzyme counterscreen, NADH absorbance;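 also: 0% = DMSO wells and 100% = wells lacking the enzyme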
Mtb FBA inh: inhibits M. tuberculosis FBA enzyme; P9WQA3; purified M. tuberculosis FBA, fluorescence read-out; inhibition, % at 1 µM; 360,000 tested, 2.3% active; in the data active = inhibition above about 27%;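 also: 0% = vehicle and 100% = reference inhibitor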
Target sequence (P9WQA3 whole entry, looked up): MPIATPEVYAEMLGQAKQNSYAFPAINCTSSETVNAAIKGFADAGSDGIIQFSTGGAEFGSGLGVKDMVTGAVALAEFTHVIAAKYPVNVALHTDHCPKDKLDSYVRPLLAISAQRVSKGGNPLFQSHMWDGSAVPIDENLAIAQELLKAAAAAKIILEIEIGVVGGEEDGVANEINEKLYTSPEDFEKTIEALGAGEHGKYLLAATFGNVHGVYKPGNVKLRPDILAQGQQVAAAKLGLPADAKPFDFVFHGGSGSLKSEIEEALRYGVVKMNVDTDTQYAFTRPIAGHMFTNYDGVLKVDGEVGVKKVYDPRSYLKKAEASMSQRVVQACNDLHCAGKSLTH
BoNT-F LC inh: inhibitors of Botulinum neurotoxin F light chain protease. Multiplex microsphere protease cleavage assay, flow cytometry. inhibition, % at 10 µM. 360,000 tested, 0.22% active. AID 588497; in the data active = inhibition above about 35%, passing the limit was not always enough; inconclusive = no clear call, values can overlap the other calls; also: plate controls were buffer without enzyme for full effect and enzyme alone for no effect
DUSP3 inh: inhibitors of human VHR1 phosphatase (DUSP3); P51452; recombinant VHR phosphatase, pNPP absorbance; inhibition, % at 13.3 µM; 290,000 tested, 0.52% active; AID 1654; in the data active = inhibition above about 50%; also: some compounds called inactive have numbers as strong as hits
Target sequence (P51452 whole entry, looked up): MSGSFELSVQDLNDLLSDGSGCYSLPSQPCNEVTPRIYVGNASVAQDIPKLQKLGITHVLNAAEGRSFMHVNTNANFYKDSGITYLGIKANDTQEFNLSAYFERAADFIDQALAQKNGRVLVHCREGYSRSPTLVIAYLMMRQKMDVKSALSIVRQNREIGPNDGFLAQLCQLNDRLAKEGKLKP
CCHF vOTU inh: CCHFV vOTU protease inhibition | AID 651958 | Pep-AMC fluorescence | inhibition, % at 11.5 µM | 370,000 tested, 0.55% active; also: 0% = vehicle wells with enzyme and 100% = no enzyme wells
Rv3671c protease: inhibits the M. tuberculosis serine protease Rv3671c | 320,000 tested, 0.048% active | AID 2606 | inhibition, % at 5.96 µM; in the data active = inhibition above about 38%;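 also: extracellular domain of Rv3671c used as enzyme; 0% = enzyme with DMSO and 100% = no enzyme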
Target sequence (P9WHR9 whole entry, looked up, the tested form may be a part): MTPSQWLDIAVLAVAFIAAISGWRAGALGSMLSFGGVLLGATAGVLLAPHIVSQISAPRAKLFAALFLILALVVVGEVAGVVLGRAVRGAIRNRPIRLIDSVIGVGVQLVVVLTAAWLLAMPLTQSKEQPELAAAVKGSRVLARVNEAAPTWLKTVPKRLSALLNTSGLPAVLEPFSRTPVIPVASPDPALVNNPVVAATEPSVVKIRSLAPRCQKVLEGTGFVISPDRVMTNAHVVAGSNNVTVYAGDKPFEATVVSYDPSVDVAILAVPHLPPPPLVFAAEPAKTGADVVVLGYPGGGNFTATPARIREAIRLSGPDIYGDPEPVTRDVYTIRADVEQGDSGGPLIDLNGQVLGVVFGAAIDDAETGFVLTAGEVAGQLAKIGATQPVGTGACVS
UGM FP inh: blocks M. tuberculosis UGM enzyme | purified UGM, fluorescence polarization probe displacement | inhibition, % at 10 µM | 320,000 tested, 0.06% active | P9WIQ1 | AID 504406; in the data active = inhibition above about 10%, passing the limit was not always enough; inconclusive = no clear call, values can overlap the other calls
Mtb BioA inh: inhibitors of Mycobacterium tuberculosis BioA enzyme | purified M. tuberculosis BioA enzyme, plate reader | inhibition, % at 9.99 µM | 360,000 tested, 0.096% active | AID 602481; in the data active = inhibition above about 40%; inconclusive = no clear call, values can overlap the other calls
MazF activator: activators of E. coli MazEF toxin-antitoxin RNase. activation, % at 20 µM. FAM/BHQ RNA-DNA oligo cleavage fluorescence, 5 h. P0AE70. 350,000 tested, 0.32% active; in the data active = activation above about 50%
Target sequence (P0AE70 whole entry, looked up): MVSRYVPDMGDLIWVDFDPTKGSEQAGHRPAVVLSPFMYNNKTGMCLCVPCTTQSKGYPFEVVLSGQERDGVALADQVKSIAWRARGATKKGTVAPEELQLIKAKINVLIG
FadD28 FP inh: inhibitors of Mycobacterium tuberculosis FadD28 bisubstrate binding | FadD28 bisubstrate probe binding, fluorescence polarization | inhibition, % at 12.5 µM | 360,000 tested, 0.22% active | AID 588549; in the data active = inhibition above about 8.5%, passing the limit was not always enough; inconclusive = no clear call, values can overlap the other calls
* marks the source's active call; other numbers are inactive results; u = inconclusive; x = no result given; + = active, no number. Rule as the data show it, unless noted: active = inhibition above about 30%; inactive = the rest.

A first look (4 entries):
SMILES	GDH-TPI counter	Mtb FBA inh	BoNT-F LC inh	DUSP3 inh	CCHF vOTU inh	Rv3671c protease	UGM FP inh	Mtb BioA inh	MazF activator	FadD28 FP inh
COc1ccc(CNC(=O)c2cccs2)cc1	-10	-6	3	3	-6	4	-1.0	3.0	-5	-3.2
CCOC(=O)C1CCCc2c1[nH]c1ccc(Cl)cc21 (centres undefined)	7	-4	-4	16	-4	1	0.3	x	14	-0.8
Cc1ccc(O)c(NC(=O)c2cc3nc4c(c(C(F)(F)F)n3n2)CCc2ccccc2-4)c1	-2	7	-3	14	-2	6	1.3	-2.5	11	1.0
COc1ccccc1NC(=O)c1cc2c(cc1Cl)N1CCCCCC1=NS2(=O)=O	-5	2	2	x	-2	0	-1.0	2.9	13	-2.3

This part in full, from the first entry:
SMILES	GDH-TPI counter	Mtb FBA inh	BoNT-F LC inh	DUSP3 inh	CCHF vOTU inh	Rv3671c protease	UGM FP inh	Mtb BioA inh	MazF activator	FadD28 FP inh
COc1ccc(CNC(=O)c2cccs2)cc1	-10	-6	3	3	-6	4	-1.0	3.0	-5	-3.2
CCOC(=O)C1CCCc2c1[nH]c1ccc(Cl)cc21 (centres undefined)	7	-4	-4	16	-4	1	0.3	x	14	-0.8
Cc1ccc(O)c(NC(=O)c2cc3nc4c(c(C(F)(F)F)n3n2)CCc2ccccc2-4)c1	-2	7	-3	14	-2	6	1.3	-2.5	11	1.0
COc1ccccc1NC(=O)c1cc2c(cc1Cl)N1CCCCCC1=NS2(=O)=O	-5	2	2	x	-2	0	-1.0	2.9	13	-2.3
CC(=O)N1CCN(S(=O)(=O)c2cccc(C(=O)OCN3C(=O)c4ccccc4C3=O)c2)CC1	1	2	-4	24	11	9	0.0	0.4	10	-0.9
CC1CCCCC1NC(=O)c1cc(=O)[nH]c2ccccc12 (centres undefined)	8	1	-17	x	-15	9	-4.5	-0.8	6	-0.1
Cc1ccc(C(=O)NC2CCS(=O)(=O)C2)cc1S(=O)(=O)N1CCCC1 (centres undefined)	-10	-3	-2	10	-1	-1	-1.1	-1.1	-5	-2.8
O=C(CCN1CCc2ccccc21)c1ccc2c(c1)OCCO2	6	-2	x	-8	-9	2	-1.5	-0.7	19	-2.1
O=C1c2ccccc2C(=O)N1CCCc1c[nH]c2ccc(Cl)cc12	9	0	-9	34	-11	2	1.5	-1.9	-1	-3.7
O=S(=O)(Nc1nccs1)c1ccc(NS(=O)(=O)c2c(F)cc(F)c(Cl)c2F)cc1	-4	-2	-4	x	-8	-1	5.3	-2.6	4	-1.0
COc1ccccc1Nc1nc(NCCCCO)nc(N2CCCC2)n1	5	0	-3	x	13	-2	-0.3	-0.3	4	-3.2
COc1cc(C(c2c(C)[nH][nH]c2=O)c2c(C)[nH][nH]c2=O)cc([N+](=O)[O-])c1O	13	-12	-3	16	13	-2	6.9	x	1	-3.5
C=CCNCC(=O)Nc1ccccc1SCC(=O)Nc1ccsc1C(=O)OC	3	-3	-6	24	-10	2	1.0	x	6	-0.4
Cc1ccc(NC(=O)CSc2ccc(-c3ccc(-n4cccn4)cc3)nn2)c(C)c1	9	-1	0	x	10	7	0.0	-1.5	-48	-4.0
COC(=O)CCC(=O)NC(=S)Nc1ccc(S(=O)(=O)Nc2cc(OC)nc(OC)n2)cc1	-1	-1	-3	-11	-15	2	1.0	0.7	1	-3.4
O=C1C=C(c2cc3ccccc3s2)CCC1	34*	8	-6	x	8	-3	3.0	-1.2	5	-0.6
CC(=O)NC(C)c1ccc(Cl)c(Cl)c1 (centres undefined)	3	1	4	36	12	-10	0.9	-2.6	-6	1.0
Cn1nc(C2CC2)cc1NC(=O)C1(C)CCN1C(=O)CCc1ccccc1 (centres undefined)	-2	3	2	x	-7	x	x	0.5	x	-0.1
COc1ccccc1N(CC(=O)N1CCc2ccccc2C1)S(C)(=O)=O	-4	-2	-6	13	9	-11	4.9	1.3	10	-1.6
O=C(Nc1ccc(F)cc1)OCCOc1ccc(Br)cc1	4	0	u	5	5	-1	-0.8	18	4	-4.8
COc1ccc(N(C(=O)COc2ccccc2)C2C=CS(=O)(=O)C2)cc1 (centres undefined)	5	-1	8	24	2	7	4.1	-2.1	3	1.0
COc1ccc(N=c2oc3cc(O)ccc3cc2C(=O)Nc2ccccn2)cc1OC	-5	9	-3	19	-10	-2	4.5	x	-1	-0.3
Cc1ccc(C2=N/C(=C\N3CCCCC3)C(=O)O2)cc1	62*	-2	2	-10	16	4	0.3	-0.5	0	-1.2
O=C1CCC(C(=O)OCC(=O)Nc2ccc(Cl)cc2C(F)(F)F)=NN1	-4	-2	u	x	3	-8	4.1	0.4	-26	-3.6
CNc1cncc(-c2cccc(C(=O)N(C)C)c2)n1	19	+	2	x	-349	x	x	0.5	x	-0.1
(list continues)
SMILES	GDH-TPI counter	Mtb FBA inh	BoNT-F LC inh	DUSP3 inh	CCHF vOTU inh	Rv3671c protease	UGM FP inh	Mtb BioA inh	MazF activator	FadD28 FP inh
CCOc1cc(/C=N/NC(=O)OC)ccc1OCCSc1ccc(Cl)cc1	5	2	2	-4	5	0	2.5	x	-3	-0.1
CCC(=O)N1CCC(NC(=O)Nc2ccc(OC(F)(F)F)cc2)CC1	1	-1	-5	x	1	1	2.9	-0.9	-5	-3.2
COC(=O)c1sc2cc(C(F)(F)F)cnc2c1-c1ccccn1	10	2	4	8	-19	-2	-1.1	x	0	1.4
CCc1ccc(S(=O)(=O)Nc2ccc(-c3ccc4nncn4n3)cc2)s1	24	-2	x	x	-6	-8	-0.1	0.2	2	-5.7
COc1cc(NC(=O)COC(=O)Cc2ccsc2)cc(OC)c1	-5	7	-16	x	-9	-4	-1.1	-3.7	8	1.1
CC1=C(C(=O)N(C(C)C)C(C)C)CC(CC(=O)NC2CCCC2)C(=O)N1CCC1=CCCCC1 (centres undefined)	x	-2	10	x	-3	x	x	-0.7	x	-3.4
COC(=O)c1cccc2c1-c1ccccc1/C2=N/O	16	1	-28	13	4	-20	-0.7	-2.1	5	-8.7
O=C(c1ccc(F)cc1)C1CCN(Cc2ccccc2)CC1	6	-2	-29	x	2	x	x	0.5	5	-4.1
CCC1C(=O)NCCN1C(=O)c1ccc(OC)c(OC2CCN(C(C)=O)CC2)c1 (centres undefined)	6	6	0	29	0	-9	-1.2	-0.7	0	-0.7
CCN(CCNC(=O)C1CCN(S(=O)(=O)c2cccc3cccnc23)CC1)c1ccccc1	-9	-1	-5	-12	14	9	1.2	-0.8	7	-1.8
N#CCN1C(=S)N=C(Nc2cccc(Cl)c2)C12CCCCC2	0	-1	-17	3	3	-4	-0.7	x	-2	-2.5
COc1ccc(-c2cc(C(=O)N3CCCCCC3)c3ccccc3n2)cc1	15	150*	13	x	-145	x	x	x	-3	-1.5
O=C(Cn1nc(CNc2ccc(Cl)cc2)[n+]2c1CCCCC2)c1ccccc1	2	0	-10	0	14	-10	-0.3	0.5	8	-5.5
COC(=O)c1ccc(NC(=O)CN2C(=O)NC3(CCC(C)CC3)C2=O)cc1 (centres undefined)	8	-1	-4	x	-3	5	2.0	-1.3	4	-2.1
O=C(NCc1ccccc1)N1CCN(c2ccccc2F)CC1	-5	0	-5	6	4	-11	x	-0.2	12	-2.3
O=C(CN1C(=O)C2C3CC(C(Br)C3Br)C2C1=O)N1CCOCC1 (centres undefined)	5	1	-5	-8	-9	2	1.8	x	9	-0.6
CC1CCCCN1CCn1c(=S)[nH]c2ncccc2c1=O (centres undefined)	3	1	-18	18	-13	-1	-5.1	-0.9	3	-0.3
COC1CCN(C(=O)C2CCC(=O)N(C3CCCCCC3)C2)CC1 (centres undefined)	9	1	4	-3	6	7	1.7	-3.4	4	0.1
CCC1C(C#N)=C(SC)NC2=C1C(=O)CC(C)(C)C2 (centres undefined)	-1	1	17	4	-3	-10	-1.8	-3.4	8	-3.9
NC(=O)c1ccc(NC(=O)COC(=O)c2c[nH]c3ccccc23)cc1	-7	0	9	x	-2	x	x	-0.3	-4	-3.2
Cc1ccc(C(=O)Nc2cccc(NC(=O)c3ccc(C)c([N+](=O)[O-])c3)n2)cc1[N+](=O)[O-]	10	1	8	15	0	-1	-1.2	-0.8	9	-0.1
CC1=C(C(=O)N2CCOCC2)CC(CC(=O)NCCN2CCOCC2)C(=O)N1Cc1ccc(C(C)(C)C)cc1 (centres undefined)	7	-1	-9	x	-2	x	x	0.1	2	-0.9
Cc1ccc(-c2c(C#N)c(N)n(-c3ccccc3)c(=O)c2C#N)cc1	40*	5	-3	5	7	9	-0.8	x	-9	1.2
CC1=NN(c2ccccc2)C(=O)/C1=C\C=C\c1ccccc1	12	-2	x	8	-5	2	-2.6	-2.9	13	0.9
CCOc1ccc(OCc2ccc(C(=O)NN)o2)cc1	-10	-2	u	35	-4	-8	6.1	x	0	-3.4
(continued)
SMILES	GDH-TPI counter	Mtb FBA inh	BoNT-F LC inh	DUSP3 inh	CCHF vOTU inh	Rv3671c protease	UGM FP inh	Mtb BioA inh	MazF activator	FadD28 FP inh
O=C(c1cccc(S(=O)(=O)N2CCCCC2)c1)N1CCOCC1	4	0	1	19	0	-2	4.2	-1.3	0	0.6
COc1ccc(N2C3=[N+](CCCC3)CC2(C)O)cc1 (centres undefined)	7	1	-4	-1	4	-2	-0.7	-1.2	6	1.8
CCn1c(SCC(=O)N2CCCCC2)nnc1-c1ccc(S(=O)(=O)N2CCN(C)CC2)cc1	5	13	3	40	-2	-1	-0.5	-0.6	11	-0.1
COc1ccccc1/C=C/C=N/n1c(-c2ccccc2)n[nH]c1=S	8	-4	-5	37	3	4	-1.5	x	4	-2.1
COc1ccccc1CNS(=O)(=O)c1ccc(N2CCCC2)cc1Br	11	-1	2	x	6	x	x	0.1	0	-3.3
CCCC(=O)Nc1ccc(NCc2ccc(C)s2)cc1	18	0	-10	5	8	2	0.6	0.2	-10	-2.6
CCCCn1nnnc1NCc1ccc(C)cc1	-11	5	-37	19	-4	x	0.6	3.3	6	-1.2
CCOC(=O)C1Cn2c(nc3c(c2=O)C2(CCCC2)Cc2ccccc2-3)S1 (centres undefined)	20	0	-3	6	4	-6	2.3	0.3	15	-2.8
CC(C)c1ccc(N(C(=O)CNC(=O)c2ccco2)C(C(=O)NC2CCCC2)c2cccnc2)cc1 (centres undefined)	-6	-1	-17	6	13	-2	0.4	x	2	0.9
O=C(O)C1=C[C@@H](c2ccc(F)cc2)C[C@@H](OCCCCO)O1	5	-1	-2	-4	-7	-1	-1.6	1.0	0	-0.3
Cc1nnc(SCc2ccccc2)[nH]c1=O	3	3	11	30	-5	-4	0.0	x	16	-1.6
COC(=O)C1=C(N)Oc2cc(C)n(Cc3cccnc3)c(=O)c2C1c1cccc(OC)c1OC (centres undefined)	15	3	-8	8	1	-7	-2.4	-1.1	-1	-0.6
COc1ccccc1C(=O)Nc1ccccc1N1CCN(S(C)(=O)=O)CC1	3	3	-5	-1	5	5	1.2	-1.4	-4	-2.1
Cc1ccc(C(=O)N/N=C\c2ccc(-c3ccc(Cl)c(Cl)c3)o2)cn1	63*	4	x	-11	-4	-26	-1.3	-1.7	6	-4.7
CCOc1ccccc1N=CC1=C(O)CC(c2ccccc2)CC1=O (centres undefined)	26	0	-6	12	5	-5	-1.2	-1.1	-7	-1.2
CCOc1cc(/C=N\NC(=O)OC)ccc1OC(=O)c1ccco1	3	1	8	20	-5	3	0.2	x	-1	-4.9
CN(CC(=O)NC1CCCCCC1)S(=O)(=O)c1cnc[nH]1	-8	1	-2	-20	9	1	0.9	7.6	-2	-2.8
CN(C(=O)CN1C(=O)S/C(=C\c2ccc(Cl)cc2)C1=O)C1CCS(=O)(=O)C1 (centres undefined)	38*	5	-2	16	-11	1	-0.4	-1.9	5	0.0
O=C1OC(c2ccc(F)cc2)=N/C1=C\C=C/c1ccccc1	-1	-4	19	24	20	-9	-1.6	x	-4	-2.9
